Compound activity deposited in PubChem by National Center for Advancing Translational Sciences (NCATS).
Vif-APOBEC3G blk: blocks the Vif interaction with human APOBEC3G; Q9HC16; 410,000 compounds, 0.076% hits; AID 602310; Potency, µM (titrated, usually from 46.1 µM), for the others: at the highest dose activity, negative = active, most hits filed as inhibitors; HeLa A3G-eYFP + Vif (tagged APOBEC3G with the HIV-1 protein that degrades it), YFP fluorescence, overnight;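 also: potency is read from the fitted curve at half-maximal effect; % is scaled to controls: 0 for no effect and ±100 for the full control effect; nearly all actives have a fitted effect of over 60% in size; hits raise eYFP signal because A3G escapes Vif-driven loss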
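Read-out is eYFP fluorescence (Ex 488/Em 500-530) from Vif-expressing HeLa A3G-eYFP cells; more signal means A3G escaped Vif-mediated degradation. Cells plated overnight, compound pinned in, incubated overnight at 37 deg C.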
RXFP1 antag: antagonists of human relaxin receptor RXFP1. Q9HBX9. HEK293-RXFP1, relaxin-stimulated cAMP HTRF, 30 min; stronger effect = lower value. activity change, negative = inhibition, % at 57.5 µM. 350,000 compounds, 0.59% hits;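 active = activity change of -60% or lower, but not beyond a set lower limit; inconclusive = change between -60% and -40%, or beyond the set limit; inactive = change above -40%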; also: % is scaled to controls: 0 for no effect and ±100 for the full control effect
D1 antag: human D1 dopamine receptor antagonism. 360,000 compounds, 3.2% hits. HEK293 TREx D1 cells, calcium flux, dopamine EC80; stronger effect = lower value. P21728. activity change, negative = inhibition, % at 10 µM. AID 504652; in the data active = activity change below about -30%; also: % is scaled to controls: 0 for no effect and ±100 for the full control effect
Target sequence (P21728 whole entry, looked up): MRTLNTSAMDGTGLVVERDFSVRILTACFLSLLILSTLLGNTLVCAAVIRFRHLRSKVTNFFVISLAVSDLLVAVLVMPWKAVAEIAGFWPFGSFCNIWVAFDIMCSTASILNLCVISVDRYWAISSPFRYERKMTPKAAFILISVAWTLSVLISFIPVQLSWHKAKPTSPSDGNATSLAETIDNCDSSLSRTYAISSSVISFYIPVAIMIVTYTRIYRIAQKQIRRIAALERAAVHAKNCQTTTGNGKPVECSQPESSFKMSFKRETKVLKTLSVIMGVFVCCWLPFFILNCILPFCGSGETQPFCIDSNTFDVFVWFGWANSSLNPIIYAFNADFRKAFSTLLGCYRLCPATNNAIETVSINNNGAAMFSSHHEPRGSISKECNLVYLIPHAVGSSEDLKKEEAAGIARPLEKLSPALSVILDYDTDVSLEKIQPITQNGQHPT
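Kinetic fluorescence of a calcium dye serves as the read-out. D1-expressing Hek293 Trex cells, induced overnight at 30 C, are exposed to compound for 180 s before an EC80 dopamine addition, then read 180 s further.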
Vif-APOBEC3F blk: inhibitors of Vif-A3F interaction; 390,000 compounds, 0.2% hits; HeLa A3F-eYFP + Vif (tagged APOBEC3F with the HIV-1 protein that degrades it), YFP fluorescence increase; Potency, µM (top dose mostly 46.1 µM), without a hit: top-dose activity, negative = active; also: potency is read from the fitted curve at half-maximal effect; % of control where 0% means no effect; nearly all actives have a fitted effect of over 65% in size
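HeLa cells stably expressing A3F-eYFP plus Vif, plated and incubated overnight at 37 deg C, then exposed to compounds overnight at 37 deg C. Blocked degradation read as raised yellow fluorescence (Ex 488/Em 500-530).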
D2 potentiator: D2 dopamine receptor (human) potentiation; P14416; HEK293 T-REx D2, calcium flux, EC20 dopamine potentiation; potentiation, % at 10 µM; 340,000 compounds, 0.34% hits; AID 485347;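 active = potentiation over 3 SD above the plate norm, cut at about 30% in these data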; also: 0% is about no effect
Target sequence (P14416 whole entry, looked up): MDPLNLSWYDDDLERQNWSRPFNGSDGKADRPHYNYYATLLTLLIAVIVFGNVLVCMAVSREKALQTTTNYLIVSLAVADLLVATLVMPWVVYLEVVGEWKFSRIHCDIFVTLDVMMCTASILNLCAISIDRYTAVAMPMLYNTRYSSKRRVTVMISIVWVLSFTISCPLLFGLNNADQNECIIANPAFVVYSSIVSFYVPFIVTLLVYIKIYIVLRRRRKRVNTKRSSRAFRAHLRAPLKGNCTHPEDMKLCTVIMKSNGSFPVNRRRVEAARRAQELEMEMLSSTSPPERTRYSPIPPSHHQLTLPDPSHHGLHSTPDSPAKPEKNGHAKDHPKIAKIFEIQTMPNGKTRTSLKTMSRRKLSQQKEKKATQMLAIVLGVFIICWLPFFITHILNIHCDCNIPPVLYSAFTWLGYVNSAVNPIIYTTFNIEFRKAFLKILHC
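Tetracycline-induced Hek293 Trex D2 cells, force-coupled to calcium, loaded with no-wash calcium dye. Compound added with 180 s kinetic read for agonism, then EC20 dopamine and a further 180 s read for potentiation.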
D1 agonist: activates the human D1 dopamine receptor | P21728 | HEK293 T-REx D1 cells, calcium flux, agonist mode | activation, % at 2 µM | 360,000 compounds, 1% hits | AID 504660; in the data active = activation above about 30%; also: 0% is about no effect
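Tetracycline-induced HEK293 TREx D1 cells, force-coupled to calcium signalling, were dye-loaded with a no-wash calcium kit. Compound was pin-added after a 10 s baseline. Fluorescence was read kinetically at 1 cycle/s for 180 s, with calcium rises flagged as agonism.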
RXFP1 agonist: RXFP1 (human) receptor agonism; Q9HBX9; HEK293T-RXFP1 cAMP TR-FRET, 30 min; response scale: percent of porcine relaxin response, buffer zero; Potency, µM (highest dose often 57.5 µM), inactives show at the top dose activation, hits mostly activators; 370,000 compounds, 0.3% hits; also: potency is read from the fitted curve at half-maximal effect; % is scaled to controls: 0 for no effect and ±100 for the full control effect; nearly all actives have a fitted effect of over 60% in size; many of its hits are not listed in these tables
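HEK293T cells stably expressing RXFP1 were pretreated with the PDE4 inhibitor Ro 20174, exposed to compounds for 30 min at 37C, lysed, and cAMP was read by TR-FRET. Data normalized to buffer (basal) and 29 nM porcine relaxin (100%).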
Glioma ERSR ind: inducers of ER stress response in human glioma cells | U87-MG GRP78 promoter luciferase reporter, 16 h | Potency, µM, for the others: at the highest dose activation, hits mostly activators | 420,000 compounds, 0.02% hits | AID 602332; also: potency is read from the fitted curve at half-maximal effect; series mostly up to about 76 µM; % of control where 0% means no effect; nearly all actives have a fitted effect of over 35% in size
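Stably transfected U87-MG human glioma cells carrying a GRP78-based luminescent sensor were seeded at 1000 cells/well, pin-dosed with compounds and incubated 16 h. Luciferase reagent was then added, and end-point luminescence was read after 10 min at room temperature.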
D1 potentiator: potentiators of human D1 dopamine receptor. HEK293 TREx D1 cells, calcium flux, dopamine EC20 potentiation. potentiation, % at 10 µM. 360,000 compounds, 0.036% hits. AID 504651; in the data active = potentiation above about 30%; also: 0% is about no effect
* hit, by the source's call; ? = inconclusive; nt = not tested or not shown; & = joins results of further samples. Unless noted, calls follow the shape of the dose curve; as a rule, active = well fitted curve in the direction sought with a large enough effect; inconclusive = small, poorly fitted or top-dose-only effect, or another doubt; inactive = no such curve, though single readings can be large; an effect the other way counts as inactive or inconclusive. This is a subset; rates above refer to the full screens.

SMILES	Vif-APOBEC3G blk	RXFP1 antag	D1 antag	Vif-APOBEC3F blk	D2 potentiator	D1 agonist	RXFP1 agonist	Glioma ERSR ind	D1 potentiator
O=c1c(C=Nc2ccc(Oc3ccccc3)cc2)c[nH]n1-c1cccc(Cl)n1	-1%	11	7	-1%	13	1	0.4%	4%	2
O=C(NCCc1ccccn1)c1nc(Cn2cc([N+](=O)[O-])cn2)no1	1%	0	1	-12%	-4	6	3.2%	-2%	nt
C=CCN1C(=O)C(C)(C)N(C(C)=O)c2ccccc21	1%	0	-6	2%	-6	3	-1.1%	-1%	-3
CCn1c(CN2CCCCC2)nc2cc(NC(=O)c3cccc([N+](=O)[O-])c3)ccc21	1%	20	15	-9%	-3	-1	1.8%	5%	0
CNC(=S)NNC(=O)c1sc(-c2cc(C)on2)nc1C	-6%	1	13	0%	-1	2	4.7%	-4%	-2
CC/C(=N\NC(=O)c1c(C)nc2ccccn12)c1ccc(Cl)cc1	6%	-25	-21	-3%	9	4	13%	5%	-1
COC(=O)c1ccc(C(=O)N2CCCC(N3CCN(c4ccccc4)CC3)C2)nc1 (centres undefined)	1%	-11	10	-1%	-11	4	1.0%	0%	-2
CCc1nnc(NC(=O)CN2CCN(Cc3ccc(F)cc3)CC2)s1	2%	-6	-8	-9%	3	2	1.3%	-4%	2
C=CCc1ccc(OCCCCOc2ccc(C(=O)O)cc2)c(OC)c1	-3%	-24	19	2%	3	3	-0.3%	1%	-7
O=C(NCc1ccccc1)C1CCN(S(=O)(=O)c2ccc3[nH]c(=O)ccc3c2)CC1	-1%	nt	17	0%	7	0	2.3%	-1%	-6
Cc1ccc(NC(NC(=O)c2cccnc2)C(Cl)(Cl)Cl)cc1 (centres undefined)	0%	3	2	-18%	-1	3	-0.8%	-6%	-2
Cc1ccnc(NC(=O)CCNC(=O)c2ccc(Cl)cc2)c1	-20%	-5	14	0%	-2	3	8.7%	-6%	-13
Cc1ccc(C)c(NC(=O)Cn2c(=O)n(-c3ccc(CC(=O)NCC4CCCO4)cc3)c(=O)c3ccccc32)c1 (centres undefined)	0%	nt	8&0	-1%	12&-4	5&-2	6.0%&4.7%	-2%	-2&0
Cc1ccc(NCc2nnc(SCC(=O)O)n2-c2ccc(C)cc2)cc1	1%	-17	4	-2%	8	3	-2.0%	1%	3
c1ccn(-c2ccc(-c3ccn[nH]3)cc2)c1	-6%	2	-3	0%	-10	3	0.9%	13%	-2
O=C(NCC1CCCO1)c1nnc(Cc2ccc(F)cc2)o1 (centres undefined)	1%	nt	-4	0%	-3	-2	3.3%	-2%	-3
S=C(NC1CCCC1)NN1CCOCC1	-2%	10	13	9%	0	2	2.7%	-1%	-4
O=C(NC1CCCC1)NS(=O)(=O)c1ccccc1Cl	0%	2	16	2%	2	2	-0.1%	-2%	-8
CCOC(=O)CNC(=O)Cn1cnc2c(cnn2-c2ccc(C)cc2)c1=O	-2%	-9	-14	-4%	13	3	0.0%	-5%	-3
COc1ccc(/C=C/C(=O)c2ccccc2)cc1COc1ccc(F)cc1	-19%	1	-33*	-13%	-4	17	0.5%	9%	-6
COc1ccc(S(=O)(=O)N2CCC(C(=O)NCC(c3cccs3)N(C)C)CC2)cc1 (centres undefined)	2%	-2	3	0%	0	4	-1.3%	-3%	-2
Cn1ccsc1=NC(=O)c1cccc(OC(F)F)c1	-11%	-9	4	0%	nt	1	4.1%	2%	0
CC(C)(C)c1ccc(-c2nc(NC(=O)CSc3ncnc4sc5c(c34)CCCC5)ns2)cc1	5%	-1	2	3%	15	0	12%	-3%	2
Cc1ccc(N2CC(C(=O)Nc3cccnc3)CC2=O)cc1 (centres undefined)	1%	11	5	-27%	-9	2	-0.2%	3%	-6
COc1ccc(N(CC(=O)NC2CCCC2)C(=O)Cn2nnc(-c3ccc(F)cc3)n2)cc1	6%	-12	-10	6%	12	1	-1.8%	-2%	5

The final 3 compounds of the section above are carried over, then new ones follow.
SMILES	Vif-APOBEC3G blk	RXFP1 antag	D1 antag	Vif-APOBEC3F blk	D2 potentiator	D1 agonist	RXFP1 agonist	Glioma ERSR ind	D1 potentiator
CC(C)(C)c1ccc(-c2nc(NC(=O)CSc3ncnc4sc5c(c34)CCCC5)ns2)cc1	5%	-1	2	3%	15	0	12%	-3%	2
Cc1ccc(N2CC(C(=O)Nc3cccnc3)CC2=O)cc1 (centres undefined)	1%	11	5	-27%	-9	2	-0.2%	3%	-6
COc1ccc(N(CC(=O)NC2CCCC2)C(=O)Cn2nnc(-c3ccc(F)cc3)n2)cc1	6%	-12	-10	6%	12	1	-1.8%	-2%	5
CCC1=Nc2cc(C(=O)NC3CCCC3)ccc2Sc2ccc(Br)cc21	?	-1	-21	-13%	-6	2	1.0%	-4%	-5
COc1cc(/C=C/C(=O)OCN2C(=O)c3ccccc3C2=O)ccc1OC(F)F	6%	-6	13	0%	8	8	0.6%	-3%	6
Cc1ccc(N(CC2CO2)S(=O)(=O)c2ccc(C)cc2)cc1 (centres undefined)	1%	-1	-2	-2%	6	0	-1.3%	6%	-2
c1ccc(-c2csc3ncn4cnnc4c23)cc1	1%	7	0	-8%	3	3	7.9%	-4%	-6
Cc1cc(C)cc(OCC(=O)N(Cc2ccc(Cl)cc2)C2CCS(=O)(=O)C2)c1 (centres undefined)	0%	-24	-1	8%	4	11	0.2%	-2%	-1
O=C(NCCC1=CCCCC1)C1CCCN(S(=O)(=O)c2cccnc2)C1 (centres undefined)	3%	nt	13	-1%	22	-1	3.1%	1%	nt
O=C(Cc1ccccc1Cl)Nc1cccnc1	0%	-1	10	0%	-1	8	0.5%	-2%	1
CC(=O)NC(Cc1ccccc1F)C(=O)NC1CCN(C(=O)Nc2ccc(C)cc2)CC1 (centres undefined)	1%	2	-3	-1%	-8	4	3.2%	3%	-6
Cc1cc(C)cc(NC(=O)C(=O)NCC(c2ccc3c(c2)OCO3)N2CCOCC2)c1 (centres undefined)	3%	-17	1	1%	1	2	3.2%	-5%	-3
COC(=O)c1ccccc1N(C)S(=O)(=O)c1cc2c3c(c1)CCC(=O)N3CCC2	1%	6	-7	-9%	1	2	-0.6%	-4%	0
CSc1nc(NCC(C)O)c2c3c(sc2n1)CN(C)CC3 (centres undefined)	1%	-1	4	-3%	-5	1	0.0%	-1%	-5
Nc1c2c(nc3sc4c(c13)CCCC4)-c1ccccc1CC2	-3%	-11	15	1%	3	1	0.9%	-4%	-13
COc1cccc(C2C3=C(N=C4SCC(=O)N42)c2ccccc2CC3)c1OC (centres undefined)	-7%	-12	-13	-2%	-13	2	0.4%	-2%	2
CCOc1ccc(Cc2noc3c2C(=O)CC(C)(C)C3)cc1OCC	-6%	-13	-8	4%	15	13	0.8%	0%	3
Cc1[nH]c2c(Br)cccc2c1[C@H]1[C@@H](CC#N)C1(C)C	-7%	6	3	nt	3	5	7.8%	-3%	-4
CCC(Sc1nc2ncccc2[nH]1)C(=O)NCCc1ccccc1 (centres undefined)	1%	-12	11	-9%	-9	3	-1.3%	-1%	-1
CCSc1nnc(NC(=O)C2Cc3ccccc3CN2S(=O)(=O)CC)s1 (centres undefined)	0%	-5	-6	?	12	4	1.2%	1%	-4
Cc1ccc(C)c(N2CCN(C(=O)Cn3nc(Cc4cccnc4)c4ccccc4c3=O)CC2)c1	5%	16	11	-4%	5	1	0.4%	-2%	3
CCCCn1c(N)c(N(CCC(C)C)C(=O)c2ccc(C)o2)c(=O)[nH]c1=O	-4%	1	-14	-13%	-8	1	0.1%	-2%	2
N#C/C(=C\c1ccc(N2CCOCC2)o1)C(=O)N1CCOCC1	-7%	-7	14	-25%	nt	22	-3.0%	-6%	1
Nc1sc(-c2ccccc2)cc1-c1n[nH]c(=S)n1C1CCCCC1	?	?	-5	11%	12	-1	-0.4%	-3%	0
NS(=O)(=O)c1cccc(NC(=O)COC(=O)c2cc(Cl)ccc2[N+](=O)[O-])c1	-1%	6	-26	-6%	-5	2	6.0%	-1%	-5
Cc1cc(C(=O)N2CCN(c3cccc(Cl)c3)CC2)c(C)o1	-25%	-7	-7	-10%	-9	3	0.0%	-5%	-5
CCOC(=O)Cc1csc(NC(=O)c2ccc(OC)c(OC)c2)n1	0%	0	6	-5%	6	1	3.1%	2%	-4
CCOC(=O)Cn1nnnc1CN(Cc1cccs1)Cc1cc2cc(C)cc(C)c2[nH]c1=O	3%	23	-9	-5%	9	18	2.3%	12%	-4

(more compounds)
SMILES	Vif-APOBEC3G blk	RXFP1 antag	D1 antag	Vif-APOBEC3F blk	D2 potentiator	D1 agonist	RXFP1 agonist	Glioma ERSR ind	D1 potentiator
O=C(O)CCc1ccc(-c2ccccc2)n1-c1cccc(C(=O)O)c1	0%	6	-4	0%	9	4	2.3%	4%	-6
O=C(N/N=C/c1cccnc1)/C(=C\c1cccs1)NC(=O)c1ccccc1	-3%	-7	1	14%	-10	1	3.1%	-3%	-5
O=S(=O)(Nc1ccncc1)c1cc(Cl)c(Cl)cc1Cl	0%	-4	-2	16%	3	3	-0.8%	-3%	1
CN(C)S(=O)(=O)c1cccc(NC(=O)c2cc(-c3cccs3)nn2-c2ccccc2)c1	-6%	-18	-29	1%	14	22	-1.2%	-4%	-4
COc1ccc(-c2nn(CCC#N)cc2C(=O)Nc2cccc(C(=O)O)c2)cc1[N+](=O)[O-]	1%	25	-6	1%	-2	4	2.6%	-3%	-1
COc1ccc(OCCCC(=O)Nc2ccc(N3CCCCC3)cc2)cc1	-3%	-7	3	0%	3	1	4.9%	-1%	-6
Cc1cccc(OCCc2nnc(N)s2)c1C	1%	-3	-9	-5%	3	0	1.2%	-5%	-2
Cc1cc(C)cc(NS(=O)(=O)c2ccc3c(c2)OCC(C(=O)N2CCCC2)O3)c1 (centres undefined)	0%	-11	-6	0%	-2	4	-1.0%	-4%	-6
c1nc(N2CCCCCC2)c2[nH]cnc2n1	0%	nt	6	6%	-3	4	0.2%	-6%	-4
O=C(CSc1ncn[nH]1)Nc1ccc(OCc2ccccc2)cc1	0%	5	-4	20%	1	11	6.3%	5%	-1
